Bioassay records as filed in PubChem.
Nrf2 inh = blocks Nrf2 signaling; A549 ARE-Fluc reporter, luciferase luminescence, 18-24 h; Potency, µM (top dose mostly 46 µM), for inactives: at the highest dose activity change, negative = inhibition, usual class: inhibitors; hit rate 2.1% among 360,000; also: potency is read from the fitted curve at half-maximal effect; % is scaled to controls: 0 for no effect and ±100 for the full control effect; nearly all actives have a fitted effect of over 60% in size
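Concentration-response testing used A549 ARE_Fluc cells at 5000 cells/well. Following an 18-24 h compound incubation, viability was read by fluorescence (Ex 405/Em 525) and luciferase output by luminescence.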
HepG2 viability = kills HepG2 cells in TGF-b inhibitor counter-screen | Potency, µM (doses to about 46.1 µM), for inactives: at the highest dose activity change, negative = cytotoxicity, usual class: cytotoxic | hit rate 0.76% among 410,000 | HepG2 CAGA-GFP viability, ATP luminescence, 18 h; also: potency is read from the fitted curve at half-maximal effect; some results filed as inactive show a strong effect at the top dose
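CellTiter-Glo luminescence gave cytotoxicity after 18 hours at 37 degrees C. The cells were HepG2 CAGA-GFP in 1% FBS DMEM, stimulated with 500 pg/mL TGF-beta after compound addition. %Activity was normalised to no-cell wells (complete cell-killing) and DMSO (no toxicity), and curves were fitted and classified.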
Akt phos inh = blocks phosphorylation of Akt; Neuro2A IGF-stimulated pAkt S473 HTRF, 20 min; stronger effect = lower value; activity change, % for hits at 50 µM; hit rate 0.32% among 360,000; AID 651550; in the data active = activity change below about -80%; inconclusive = mostly about -51% to -80%; also: % is scaled to controls: 0 for no effect and ±100 for the full control effect
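Neuro2A cells (4,500/well, DMEM with 0.5% FBS) were treated with compound at a single 50 µM final concentration, stimulated with 6 nM IGF for 20 min at 37 °C, and lysed. Phospho-Akt Ser473 was read by HTRF as 665/615 ratio ×10^4.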
TGFb inhibitor = inhibitors of TGF-b signaling. HepG2 CAGA-GFP TGF-b/SMAD3 reporter, GFP fluorescence, 18 h; TGF-beta stimulated, 500 pg/mL final. Potency, µM (top dose mostly 46.1 µM), inactives show top-dose activity, negative = inhibition, hits mostly inhibitors. hit rate 1.2% among 410,000; also: potency is read from the fitted curve at half-maximal effect; % is scaled to controls: 0 for no effect and ±100 for the full control effect; nearly all actives have a fitted effect of over 65% in size
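HEPG2 CAGA-GFP cells (1000/well, DMEM with 1% FBS) were pre-incubated 2 h at 37 degrees C, given compound by pin tool, then stimulated with TGF-beta at 500 pg/mL final for 18 h before per-cell GFP fluorescence imaging.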
S2 tox = viability counter-screen for ATXN expression inhibitors; Potency, µM (highest dose often 56.7 µM), most hits filed as cytotoxic; AID 651635; S2 cells (HEK-293 line with an ATXN2-luciferase reporter) viability, CellTiter-Fluor protease fluorescence, 24 h; hit rate 0.49% among 400,000; also: potency is read from the fitted curve at half-maximal effect; nearly all actives have a fitted effect of over 40% in size
Mm-Cpn inhibitor = inhibitors of Methanococcus maripaludis chaperonin (MmCpn) | purified Mm-Cpn ATPase, ADP Transcreener TR-FRET | hit rate 0.031% among 330,000 | Potency, µM (series often up to 76.9 µM), without a hit: at the top dose activity, negative = inhibition, hits mostly inhibitors; also: potency is read from the fitted curve at half-maximal effect; % is scaled to controls: 0 for no effect and ±100 for the full control effect; nearly all actives have a fitted effect of over 80% in size
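Purified archaeal Mm-CPN (25nM final) preincubated 10 min at 37degC with compound, then 10uM ATP for 30 min at 37degC; ADP measured by HTRF Transcreener TR-FRET; buffer 30 mM TRIS pH 7.4, 100mM KCl, 5mM MgCl2, 1mM DTT.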
Nrf2 activator = activators of Nrf2 (ARE) signaling; AREc32 ARE-luciferase reporter (MCF7-derived line), luminescence, 24 h; Potency, µM (top dose mostly 46.1 µM), inactives show top-dose activation, actives largely listed as activators; hit rate 0.31% among 410,000; AID 624171; also: potency is read from the fitted curve at half-maximal effect; % of control where 0% means no effect; nearly all actives have a fitted effect of over 65% in size
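ARE-driven firefly luciferase activity in AREc32 cells measured after a 24 hr compound exposure at 37 deg C, using Steady-Glo reagent and a 30 min room-temperature hold.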
CCT modulator = cytosolic chaperonin activity modulation; purified chaperonin ATPase assay, HTRF ADP detection, 30 min; activity change, % (no concentration beside the values), hits read low; hit rate 0.3% among 360,000; AID 651819; in the data active = activity change below about -30%; also: % is scaled to controls: 0 for no effect and ±100 for the full control effect
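Enzyme 40 or 20 nM (batch-dependent) in Tris pH 7.4/KCl/MgCl2/DTT; cpd 76 uM single point; ATP 10 uM; 30 min 37 °C; Transcreener ADP HTRF detection, 30 min RT; ratio 665/615.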
A549 tox = A549 cytotoxicity, counter-screen for Nrf2 inhibitors | Potency, µM (highest dose often 46 µM), without a hit: top-dose activity change, negative = cytotoxicity, usual class: inhibitors | A549 ARE-Fluc cells, CellTiter-Fluor viability, 18-24 h | hit rate 0.16% among 390,000 | AID 504648; also: potency is read from the fitted curve at half-maximal effect; % is scaled to controls: 0 for no effect and ±100 for the full control effect
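A549 ARE_Fluc cells in 5% FBS OPTI-MEM were exposed to compounds in concentration-response for 18-24 h at 37 deg C. Viability was read by CellTiter-Fluor fluorescence (Ex 405/Em 525) after 30 min, before the luciferase read.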
* hit, by the source's call; i = inactive; ? = inconclusive; . = not tested or not shown. Unless noted, calls follow the shape of the dose curve; as a rule, active = well fitted curve in the direction sought with a large enough effect; inconclusive = small, poorly fitted or top-dose-only effect, or another doubt; inactive = no such curve, though single readings can be large; an effect the other way counts as inactive or inconclusive. This is a random part of the collection; overall some 4.4% were active at least once.

The first 2 entries (preview)
Below each SMILES: Nrf2 inh	HepG2 viability	Akt phos inh	TGFb inhibitor	S2 tox	Mm-Cpn inhibitor	Nrf2 activator	CCT modulator	A549 tox
> Cc1ccc2nc(CN3CCN(C(=O)Nc4ccc(F)cc4)CC3)oc2c1
 : .	-8%	.	-17%	i	.	4.3%	.	-1%
> CCOc1ccc(Oc2nc(NC)nc(N3CCOCC3)n2)nn1
 : 28%	-7%	.	1%	.	.	2.9%	.	2%

The listing, repeating the preview:
Below each SMILES: Nrf2 inh	HepG2 viability	Akt phos inh	TGFb inhibitor	S2 tox	Mm-Cpn inhibitor	Nrf2 activator	CCT modulator	A549 tox
> Cc1ccc2nc(CN3CCN(C(=O)Nc4ccc(F)cc4)CC3)oc2c1
 : .	-8%	.	-17%	i	.	4.3%	.	-1%
> CCOc1ccc(Oc2nc(NC)nc(N3CCOCC3)n2)nn1
 : 28%	-7%	.	1%	.	.	2.9%	.	2%
> Cc1ccccc1/C(N)=N/O
 : -1%	2%	i	-7%	i	1%	0.3%	1.9	-3%
> Cc1cccc(C(=O)Nc2ccccc2C(=O)NCc2ccco2)c1
 : 4%	-36%	i	5%	i	-3%	2.7%	-0.2	6%
> Cc1ccc(C)c(NC(=O)CSc2nnc(NC(=O)C3CC3)s2)c1
 : 5%	-42%	i	?	i	0%	-0.6%	3.0	0%
> Cc1cc(C(=O)COC(=O)Cc2n[nH]c(=O)c3ccccc23)c(C)n1-c1ccc2c(c1)OCCO2
 : ?	4%	i	?	i	-5%	4.0%	0.5	-1%
> Cc1ccc(S(=O)(=O)N2CCCc3cc(NS(=O)(=O)c4ccc(F)cc4)ccc32)cc1
 : .	-34%	.	?	.	.	-1.6%	.	?
> CN1CCc2c(sc(NC(=O)Cc3ccccc3)c2C#N)C1
 : 19%	-26%	i	-3%	i	0%	0.6%	0.8	19%
> COc1ccc(/C=C2\SC(=S)N(C(C(=O)O)c3ccccc3)C2=O)c(OC)c1 (configuration not stated)
 : -5%	-21%	i	?	?	-1%	0.1%	0.2	?
> COc1ccc(-c2oc3ncn4nc(-c5ccccc5O)nc4c3c2-c2ccc(OC)cc2)cc1
 : -6%	4%	.	-1%	i	.	-1.1%	.	-4%
> COc1ccc(C(C)NC(=O)Cc2cccs2)cc1 (configuration not stated)
 : -2%	-1%	i	-2%	i	4%	3.0%	1.2	-12%
> COc1ccc(S(=O)(=O)Nc2ccc3c(c2)C(=O)N([C@H](C)CO)C[C@H](C)[C@@H](CN(C)S(=O)(=O)c2cn(C)cn2)OCCCC[C@H](C)O3)cc1
 : .	10%	i	23%	i	.	0.1%	-1.6	.
> Cc1ccc(NC(=O)C(C)c2ccc(-c3ccccc3)c(F)c2)cc1 (configuration not stated)
 : 15µM*	-33%	i	10µM*	i	-1%	-0.2%	-15	?
> O=S(=O)(c1ccc(Oc2ccc3oc4ccccc4c3c2)nc1)N1CCCC1
 : -8%	4%	i	-3%	i	1%	2.6%	0.6	0%
> COc1ccc(CCNC(=O)c2nnc(Cc3c(F)cccc3Cl)o2)cc1OC
 : ?	-17%	i	0%	i	0%	-0.1%	1.7	-12%
> CCOP(=O)(OCC)C(Cc1ccc(OC)c(OC)c1)N=C(c1ccccc1)c1ccccc1 (configuration not stated)
 : .	-21%	i	-5%	i	.	1.0%	-2.1	.
> Cc1ccc(OCCCC(=O)NCc2ccco2)cc1
 : 11%	9%	i	?	i	-3%	-0.1%	-2.1	-3%
> COc1cccc(NC(=S)/C(=C(\[O-])c2ccc(OC(F)F)cc2)[n+]2ccccc2)c1
 : 8%	-8%	i	-10%	i	-5%	4.0%	-4.3	5%
> CC(C)N(C(C)C)S(=O)(=O)c1ccc(NC(=O)c2cnccn2)cc1
 : -10%	-3%	i	-25%	i	-4%	0.3%	-2.3	4%
> O=C(Nc1cccc(Cl)c1N1CCOCC1)c1ccc2c(c1)OCCO2
 : 23µM*	18%	i	-9%	i	-2%	5.4%	1.2	-5%
> CCOC(=O)NC1c2ccccc2Oc2ccccc21
 : -19%	-5%	i	?	i	-5%	0.0%	-2.2	10%
> O=C1Nc2ccccc2C12OCCCO2
 : .	-7%	i	-7%	i	2%	-0.7%	0.2	-4%
> C=CCNC(=O)CN1C(=O)c2cccc3cccc1c23
 : 22%	-2%	i	-5%	i	-4%	2.8%	0.9	-2%
> CCCc1ccc(OCCNC(=O)c2ccccc2Br)cc1
 : 1%	-10%	i	-29%	i	-2%	2.6%	0.0	-6%
> COc1ccc(N(C(=O)c2snc(C(N)=O)c2N)C(C(=O)NC2CCCC2)c2ccc3ncccc3c2)cc1 (configuration not stated)
 : -8%	2%	i	14%	i	-3%	3.2%	3.7	-16%
> Nc1c(Cl)ncnc1N/N=C/c1ccnc2ccccc12
 : 10%	9%	i	6%	?	-1%	4.4%	-0.8	-5%
> CCOC(=O)c1cnc2ccc(C)cc2c1Sc1ccccc1
 : .	4%	i	-4%	i	-9%	?	1.4	3%
> CCOC(=O)c1c(CN(CC)CC)n(C)c2cc(Br)c(O)cc12
 : -24%	-2%	i	-24%	i	0%	-0.3%	0.7	3%
> CCn1c(Cc2ccccc2)nnc1SCC(=O)Nc1ccccc1N1CCOCC1
 : 18%	-7%	i	-8%	i	2%	2.0%	2.8	-3%
> COc1ccc2[nH]cc(C(=O)CN3CC(C)CC(C)C3)c2c1 (configuration not stated)
 : ?	-7%	i	1%	?	0%	4.1%	0.3	0%
> O=C(NCC(=O)N1CCN(S(=O)(=O)c2ccccc2)CC1)c1ccc2ccccc2c1
 : ?	-7%	i	-6%	i	0%	-0.3%	-0.4	1%
> CC(=O)c1cccc(NS(=O)(=O)c2ccc(N/C=C\C(=O)c3ccc(F)cc3)cc2)c1
 : 26µM*	-18%	i	?	i	-17%	4.6%	-3.1	?
> CCc1ccc2c(c1)NC(=O)C2(C)Cc1ccc(C(F)(F)F)o1 (configuration not stated)
 : .	-42%	i	?	?	.	0.5%	0.7	.
> COCOc1ccc(-c2ncc(OC)nc2NC(=O)c2ccsc2)cc1
 : .	-16%	i	-1%	i	.	-0.5%	0.5	.
> C=CCN(C(=O)CSc1nc2ccsc2c(=O)n1Cc1ccccn1)c1ccccc1
 : 0%	3%	i	10%	.	3%	2.7%	1.2	-11%
> Cn1c(=O)n(C)c2cc([N+](=O)[O-])c(N3CCN(C(=O)C(C)(C)C)CC3)cc21
 : ?	-15%	i	-4%	i	-1%	3.5%	-2.2	1%
> COc1ccccc1N1CCN(C2CCCN(C(=O)CCN3CCCCO3)C2)CC1 (configuration not stated)
 : ?	3%	i	9%	i	-1%	-0.6%	3.1	-6%
> CC1CCCCN1S(=O)(=O)c1cccc2nonc12 (configuration not stated)
 : -16%	-4%	i	7%	i	2%	-1.0%	1.2	0%
> N#Cc1c2ccc(O)cc2n2ccccc12
 : -2%	-34%	i	?	.	-13%	-0.3%	-26	?
> COCc1[nH][nH]c(=O)c1C=Nc1ccc(OC(F)(F)F)cc1
 : 11%	2%	i	3%	i	2%	-0.5%	0.2	0%
> Cc1cccc2c1-c1sc(C(=O)NCc3ccc(Cl)cc3)cc1CO2
 : ?	-33%	.	?	i	.	2.2%	.	-7%
> O=C(Cn1c(=O)oc2cc(S(=O)(=O)N3CCOCC3)ccc21)N1CCc2ccccc2C1
 : -5%	2%	i	8%	i	-3%	0.0%	-2.6	-1%
> O=C1C2C3C=CC(C2C(=O)N1CCCO)C1C2C(=O)N(CCCO)C(=O)C2C31 (configuration not stated)
 : .	-28%	i	0%	i	4%	-0.7%	0.5	-2%
> COc1cccc(/C=N/NC(=O)CN2CC(c3ccccc3)CC2=O)c1O (configuration not stated)
 : -11%	-17%	i	-15%	i	0%	-0.3%	0.2	0%
> CC(OC(=O)Nc1cccc(Cl)c1)C(=O)OC1CCCCC1 (configuration not stated)
 : -24%	-12%	i	?	i	.	0.2%	1.3	-2%
> COc1ccccc1C(=O)NNC(=S)NC(=O)c1sc2ccccc2c1Cl
 : ?	-29%	i	-6%	i	-5%	8.4%	2.5	-16%
> Cc1cc(N2CCOCC2)nc2ccc(NC(=O)CCC(=O)N3CCN(c4ccccc4F)CC3)cc12
 : ?	2%	i	-2%	i	-1%	4.5%	0.6	1%
> O=C(Nc1ccccc1N1CCN(C(=O)c2ccccc2)CC1)c1cc2ccccc2o1
 : 11%	0%	i	18%	i	2%	-0.5%	-1.7	-5%
> Cc1ccc(S(=O)(=O)N2CCOCC2)cc1NC(=O)CN1C(=O)CN(C)C1=O
 : -12%	4%	i	3%	i	0%	-0.8%	-5.9	-10%
> CCCCn1c(SCCN2CCCCC2)nc2c1c(=O)n(C)c(=O)n2C
 : .	1%	i	11%	.	.	2.5%	2.7	.

(next part)
Below each SMILES: Nrf2 inh	HepG2 viability	Akt phos inh	TGFb inhibitor	S2 tox	Mm-Cpn inhibitor	Nrf2 activator	CCT modulator	A549 tox
> O=C(NCc1ccccc1)c1ccc(=O)oc1
 : ?	-4%	i	7%	i	1%	?	3.2	0%
> COC(=O)c1ccc2nc(-c3cccc(Cl)c3)c(Cc3cccc(F)c3)n2c1
 : .	.	i	.	i	.	9.3%	0.4	.
> CCN(CC)C(=O)c1csc(Nc2ccc(C)cc2)n1
 : 6%	-22%	i	2%	i	0%	2.1%	-0.6	-1%
> Cc1ccc(NC(=O)CCc2c(C)nc3ncnn3c2C)nc1
 : 6%	-1%	i	14%	i	1%	-0.2%	-1.2	0%
